# All columns: NCI-60 one-dose screen, growth in % after 48 h at 10 µM unless noted; 100 = growth as untreated, 0 = no growth, -100 = all killed.
# MDA-MB-435: MDA-MB-435 melanoma; 82,000 tested, 7.8% active; AID 1794794
# SK-MEL-5: SK-MEL-5 melanoma; 80,000 tested, 6.4% active; AID 1794755
# LOX IMVI: LOX IMVI melanoma | 79,000 tested, 7.4% active
# MALME-3M: MALME-3M melanoma. AID 1794766. 78,000 tested, 5.8% active
# SK-MEL-2: SK-MEL-2 melanoma. 77,000 tested, 4.7% active
# UACC-62: UACC-62 melanoma; 81,000 tested, 5.4% active; AID 1794756
# UACC-257: UACC-257 melanoma; 78,000 tested, 4.4% active
# SK-MEL-28: SK-MEL-28 melanoma | 81,000 tested, 4.1% active
# * hit, by the source's call; . = not tested or not shown; & = joins results of further samples; ! = repeats disagree; [ ] = dose if it differs, or a comment. How the source made its calls: active means growth percent below 10; inactive means the rest.
Molecule	MDA-MB-435	SK-MEL-5	LOX IMVI	MALME-3M	SK-MEL-2	UACC-62	UACC-257	SK-MEL-28
O=C(CCn1cnc2c(cc(-c3ccccc3)n2-c2ccccc2)c1=O)Nc1ccccc1	99.3	97.7	105.8	104.3	100.0	98.8	100.9	104.5
COCCOCCOC(=O)c1ccc(C(C)C)cc1	99.2	103.3	97.2	86.5	112.8	97.2	96.7	107.5
CC(C)C1=CC2=CC[C@H]3C(C)(C)CC(=O)C[C@]3(C)[C@H]2CC1	103.7	100.6	103.3	102.1	82.5	92.5	89.9	106.7
O=C(Nc1ccc2ncnc(Nc3nccs3)c2c1)c1cccs1	62.3	42.3	46.6	69.6	59.6	51.6	99.0	71.9
COC1CCC(C(C)C)C(C)C1 (configuration not stated)	112.6	105.0	95.1	104.4	96.7	.	82.7	101.7
COc1ccccc1NC(=O)N1CCN(C(=O)Nc2ccccc2OC)CC1	103.1	101.6	99.0	115.8	.	92.5	83.9	102.4
Cc1ncc(C(=O)Nc2ccc(CN3CCN(C)CC3)c(C(F)(F)F)c2)cc1C#Cc1cnc(N)c2cnccc12	6.4*	-20.8*	-90.1*	-26.1*	-85.3*	-65.2*	-16.8*	-0.5*
Oc1ccc(S)cc1	110.4	105.1	95.4	128.4	106.3	103.5	120.7	107.9
CC(Sc1nc2ccccc2c(=O)n1CCc1ccc(S(N)(=O)=O)cc1)C(=O)NCc1ccccc1 (configuration not stated)	110.1	100.9	100.1	113.2	96.8	105.5	103.6	120.6
COc1ccc([I+]c2ccc(OC)cc2)cc1	55.7&85.4	31.9&42.7	48.9&70.9	34.7&73.6	53.6	89.8&92.9	53.5&98.3	80.5&102.6
CCOC(OCC)N(C)C	107.8	102.9	.	106.4	.	107.8	106.0	104.6
CCCC(=O)c1ccc([N+](=O)[O-])o1	101.5	98.9	99.7	97.6	105.5	.	84.0	101.1
CCc1ncnc2c1ccn2C(C)c1ccc(OC)c(F)c1 (configuration not stated)	6.7*	33.0	45.3	74.9	34.3	39.8	40.0	66.5
Nc1c2c(nc3ccc(F)cc13)CC(c1ccc(Cl)cc1)CC2=O (configuration not stated)	94.0	101.3	.	98.0	109.8	92.3	105.8	103.2
Cc1ccc(NC(=O)/C=N/O)cc1C	96.5	97.6	100.9	108.1	102.6	95.4	96.4	103.9
CCC(c1ccc(OC)cc1)C(CC)c1ccc(OCC[N+](C)(C)C)cc1 (configuration not stated)	59.8	15.4	42.9	58.0	94.0	30.3	.	45.1
NCCCCN(C[C@H]1CN(S(=O)(=O)c2ccc(Cl)cc2)CCN1)[C@H]1CCCc2cccnc21	99.3	99.2	100.3	94.0	114.6	94.5	90.3	96.1
COC(=O)C1(O)NC(=C(C#N)C#N)C(C#N)=C1C(C)=O (configuration not stated)	106.1	112.2	104.1	104.5	119.3	103.4	98.6	114.9
CNC(=O)OCc1c(COC(=O)NC)c(C)n(-c2ccc(OC)cc2)c1C	94.6	109.6	78.1	96.2	183.0	84.7	114.0	86.4
Cc1ccc(CN2CCC(C(=O)Nc3ccc(-c4cc5ccccc5[nH]4)cc3)CC2)o1	58.9	50.4	42.2	77.9	88.4	72.1	85.4	85.1
C/C=C1/C[N+]2(CCl)CC[C@@]34C[C@H]5[C@@H]6C[C@H]7c8c(c9ccccc9n8C)C[C@@H]([C@@H]6CO[C@@]5(C)O[C@@]35[C@@H]2C[C@@H]1[C@@H](C(=O)OC)N5c1ccccc14)N7C (some centres not stated)	76.8	87.7	91.5	81.7	108.7	67.4	.	81.9
Fc1ccc(-c2nc(-c3nc4ccc(Cl)cc4[nH]3)cc3c2[nH]c2ccccc23)cc1F	82.6	67.9	67.7	105.5	93.3	76.1	93.6	95.2
Cc1ccc(CNc2ccc([N+](=O)[O-])cc2)cc1	90.5	99.4	66.7	110.1	93.5	58.1	.	99.5
Cc1nn(-c2ccccc2)c(N)c1N=C1NC(=O)/C(=C/c2ccc(Br)cc2)S1	49.7	99.0	90.4	93.8	103.7	77.6	110.9	94.5
Nc1c(C(=O)O)cc(Cl)cc1[N+](=O)[O-]	105.2	103.1	100.4	104.6	110.3	96.4	96.8	108.7
O=C(COc1ccc(/C=C2/C(=O)Nc3ccc(Cl)cc32)cc1)Nc1ccc(F)c(Cl)c1	99.0	102.3	98.2	97.7	100.6	93.2	105.3	103.1
CC1(C)CC1C(=O)O (configuration not stated)	94.5	100.0	98.0	107.8	102.7	100.2	92.4	117.3
O=C(O)CCC(=O)c1cccc([N+](=O)[O-])c1	98.7	.	98.1	120.0	99.0	115.4	113.5	111.2
CCC1(C)NC(=O)NC1=O (configuration not stated)	95.6	102.4	97.3	103.3	110.5	101.7	93.8	113.5
C=C1C(=O)O[C@H]2[C@H]1CC/C(Cn1cc(CNCCc3c[nH]c4ccc(Cl)cc34)nn1)=C\CC[C@@]1(C)O[C@@H]21	68.0	86.6	62.0	53.9	52.3	63.0	53.4	81.5

# Some entries already given, reduced to LOX IMVI, MALME-3M and UACC-62.
Structure	LOX IMVI	MALME-3M	UACC-62
Nc1c(C(=O)O)cc(Cl)cc1[N+](=O)[O-]	100.4	104.6	96.4
O=C(COc1ccc(/C=C2/C(=O)Nc3ccc(Cl)cc32)cc1)Nc1ccc(F)c(Cl)c1	98.2	97.7	93.2
CC1(C)CC1C(=O)O (configuration not stated)	98.0	107.8	100.2
O=C(O)CCC(=O)c1cccc([N+](=O)[O-])c1	98.1	120.0	115.4
CCC1(C)NC(=O)NC1=O (configuration not stated)	97.3	103.3	101.7
C=C1C(=O)O[C@H]2[C@H]1CC/C(Cn1cc(CNCCc3c[nH]c4ccc(Cl)cc34)nn1)=C\CC[C@@]1(C)O[C@@H]21	62.0	53.9	63.0

# Next structures follow:
Molecule	MDA-MB-435	SK-MEL-5	LOX IMVI	MALME-3M	SK-MEL-2	UACC-62	UACC-257	SK-MEL-28
COC(=O)[C@@H](Cc1ccc(O)cc1)n1cc(COC(=O)c2cccc3c(=O)c4ccccc4[nH]c23)nn1	95.4	90.2	87.6	87.4	117.0	85.9	96.8	101.6
CC(=O)O[C@H]1C[C@@]2(C)[C@@H](C[C@@H](O)[C@H]3[C@@]4(C)CC[C@H](NC(=O)c5cnccn5)[C@@H](C)[C@@H]4CC[C@@]32C)/C1=C(\CCC=C(C)C)C(=O)O	108.2	104.0	96.9	103.9	115.5	97.7	112.1	112.5
O=C1c2ccccc2SC2c3cccn3CCN12 (configuration not stated)	117.2	101.5	93.9	138.2	95.3	93.1	112.6	114.4
O=c1[nH]c(=S)[nH]c(O)c1/C=C1\C=c2ccccc2=N\C1=N\c1nc2ccccc2s1	101.1	96.3	95.2	97.1	113.3	86.8	95.2	100.7
CCOC(=O)C1CC(=O)C(C(=O)OCC)CC1=O (configuration not stated)	97.9&107.8	99.7&100.4	106.3&106.3	107.5&107.9	109.6&99.1	102.6&102.5	101.9&102.3	95.6&106.2
CO[C@H](C(=O)[C@@H](O)[C@@H](C)O)[C@@H]1Cc2cc3cc(O[C@H]4C[C@@H](O[C@H]5C[C@@H](O)[C@H](O)C(C)O5)[C@H](O)C(C)O4)c(C)c(O)c3c(O)c2C(=O)[C@H]1O[C@H]1C[C@@H](O[C@H]2C[C@@H](O[C@H]3C[C@](C)(O)C(=O)C(C)O3)[C@@H](O)C(C)O2)[C@H](O)C(C)O1 (some centres not stated)	-41.3*	-32.2*	-5.8*	-26.8*	-57.6*	-30.7*	-27.4*	-18.8*
C#Cc1cccc(NC(=O)Nc2ccccc2NC(=O)C=C)c1	101.1[8.25 µM]	105.2[8.25 µM]	96.3[8.25 µM]	102.9[8.25 µM]	104.9[8.25 µM]	95.4[8.25 µM]	107.8[8.25 µM]	108.5[8.25 µM]
CC(C)(C)c1ccc(C(=O)O)cc1	91.4	101.1	97.7	99.7	110.1	106.8	.	106.2
COc1ccc2c(c1)C(=Nc1ccc(O)cc1)C(=O)N2	102.5	98.9	107.9	105.0	106.5	94.1	101.4	112.0
OC(CBr)c1ccc(Cl)c(Cl)c1 (configuration not stated)	99.2	101.3	.	97.7	105.0	92.5	102.0	106.3
CN(C)c1ccc(/C=N\NC(=O)c2cccnc2)cc1	103.2	106.5	98.4	144.0	104.6	102.6	115.6	109.1
CCCN(CCC)CCCNC(=O)c1cc2c(-c3ccc(OC)c(OC)c3)nn(C)c2s1	-24.5*	-60.8*	10.2	27.6	-31.3*	14.1	7.5*	37.6
CCCCCCCCCCCCCCCCNC(=S)N/N=C/c1ccc(Cl)cc1Cl	110.3	105.0	99.6	101.7	97.3	108.5	96.4	112.8
NC(=O)c1ncn([C@@H]2O[C@H](CO)[C@@H](O)[C@H]2O)c1N	96.7	95.7	90.9	92.2	106.4	89.7	93.0	102.9
COc1ccc(C2N(c3cc(Cl)cc(Cl)c3)N=C(C(C)=O)N2[C@@H]2[C@@H](OC(C)=O)O[C@@H](COC(C)=O)[C@H](OC(C)=O)[C@H]2OC(C)=O)cc1 (some centres not stated)	80.7	72.0	63.9	101.5	79.1	56.4	88.2	78.2
CC(=O)/C(=C/N1CC(=O)NC1=S)C(=O)Nc1ccccc1	101.1	108.0	100.3	.	86.4	97.9	108.4	101.3
CCC=Nc1c(O)cc(-c2ccccc2)n(C)c1=O	102.6	97.9	99.4	96.4	.	100.0	123.4	102.8
Cc1nn(-c2nc(-c3cc4ccccc4oc3=O)cs2)c(C)c1N=Nc1ccc(F)cc1	99.7	100.4	96.2	94.0	122.0	87.4	104.9	115.7
CC1C=C(CO)C(=O)O1 (configuration not stated)	108.1	99.6	108.4	112.3	113.6	104.8	100.1	110.1
COC(=O)c1ccc(CSc2nnc(-c3c(C)nc4ccc(C)cn34)o2)cc1	102.1	93.8	94.2	111.3	104.8	89.2	116.3	102.8
N#CCCN(CCC#N)Cc1cc(Cl)cc(Cl)c1O	109.9	99.3	92.5	94.2	117.2	100.3	102.8	111.7
CCc1nn2c(-c3ccc(C)cc3)c(-c3cc(OC)c(OC)c(OC)c3)nc2s1	84.5	89.0	96.6	108.6	91.1	81.8	112.7	97.7
NC(=O)C[n+]1cc2ccccc2cn1	98.5	97.5	101.2	104.0	86.8	92.0	86.0	95.0
COc1cc2c(cc1C)NC(=O)/C2=C\c1c[nH]c2cc(C)c(OC)cc12	88.0	99.2	82.4	98.6	87.5	86.4	100.7	.
CN1C(=O)C2(Nc3ccccc3-c3ccnn32)c2cc(Cl)ccc21 (configuration not stated)	113.4	95.4	93.6	88.8	97.9	107.8	105.8	110.0
CC(=O)OCCCC1CO1 (configuration not stated)	94.5	103.1	101.3	108.3	107.0	98.6	93.3	102.8
COc1ccc(OC)c(-c2nc3sccn3c2/C=C/C(=O)c2nccs2)c1	85.0	95.8	99.0	115.4	84.2	85.0	86.2	106.6
c1ccc2[nH]c(-c3nonc3-n3cccc3)nc2c1	104.6	95.9	97.8	108.4	119.9	114.5	101.8	107.9
CC#CC(=O)O	98.3	100.0	98.5	94.6	123.8	98.6	107.4	104.8
CN(C)c1ccc(C(Cc2ccc3ccccc3n2)Cc2ccc3ccccc3n2)cc1	87.1&32.7	76.7&19.8	81.8&31.3	106.0&64.8	88.5&70.0	73.0&44.5	99.0&32.4	92.8&74.9

# Part of the list above, with each value named:
> CCC1(C)NC(=O)NC1=O (configuration not stated)
  MDA-MB-435 = 95.6	SK-MEL-5 = 102.4	LOX IMVI = 97.3	MALME-3M = 103.3	SK-MEL-2 = 110.5	UACC-62 = 101.7	UACC-257 = 93.8	SK-MEL-28 = 113.5

> C=C1C(=O)O[C@H]2[C@H]1CC/C(Cn1cc(CNCCc3c[nH]c4ccc(Cl)cc34)nn1)=C\CC[C@@]1(C)O[C@@H]21
  MDA-MB-435 = 68.0	SK-MEL-5 = 86.6	LOX IMVI = 62.0	MALME-3M = 53.9	SK-MEL-2 = 52.3	UACC-62 = 63.0	UACC-257 = 53.4	SK-MEL-28 = 81.5

# Further compounds:
Molecule	MDA-MB-435	SK-MEL-5	LOX IMVI	MALME-3M	SK-MEL-2	UACC-62	UACC-257	SK-MEL-28
COc1ccc(C(=S)N2CCN(c3cccc(Cl)c3)CC2)cc1OC	12.5	.	83.7	100.4	70.1	75.7	83.1	91.3
O=C(O)COc1cccc(C(=O)/C=C/c2ccc(F)cc2)c1	98.1	101.3	.	102.8	110.5	95.8	98.3	99.0
CCN(CC)c1ccc2c(-c3ccccc3C(=O)O)c3ccc(=[N+](CC)CC)cc-3oc2c1	92.5	82.8	91.8	93.2	89.8	64.4	88.0	99.0
O=C(Nc1ccc(OCc2nc3ccccc3[nH]2)cc1)Nc1ccc(Cl)c(Cl)c1	85.3	90.7	.	87.9	111.6	58.5	87.0	89.0
O=S(=O)(Oc1ccc(-c2cn3ccoc3n2)cc1)c1ccc(Cl)c(C(F)(F)F)c1	97.7	100.6	103.8	97.5	97.7	91.1	105.5	99.5
O=C1Nc2ccccc2C1=O	108.0	.	99.3	141.6	107.0	103.3	105.8	118.1
Brc1ccccc1/C=N/Nc1nc(N/N=C/c2ccccc2Br)nc(N2CCCCC2)n1	101.2	94.9	98.1	106.2	101.3	87.8	108.2	100.8
Cc1ccc(C(Cc2ccccc2)NC(C)CO)cc1 (configuration not stated)	100.0	96.1	91.1	84.7	105.8	100.3	103.8	99.9
COc1ccc(CNC2CCCCC2)cc1	103.5	104.7	105.0	110.8	94.2	98.6	108.1	116.7
CCOc1cc2c(c(OCC)c1OCC)C(=O)N[C@@H]1[C@@H](O)[C@@H](O)[C@H](O)C[C@@H]21	104.2	106.6	98.6	111.9	99.2	100.5	100.7	106.9
COc1ccc(NC(=O)C(/C=N\C(=S)NNC(C)=O)=C(\C)O)cc1	110.6	100.3	96.7	.	106.9	99.3	83.6	109.1
COc1cc(-c2nc(NC(C)=O)sc2-c2ccnc(NCCN3CCN(C)S3(=O)=O)n2)ccc1Cl	73.7	84.9	83.0	29.3	62.9	47.6	76.6	77.4
CCCCCCCCCCCCCCCC[N+](C)(C)CCN(Cc1ccc(OC)cc1)c1ncccn1	-96.8*	8.8*!	-76.8*!	-70.3*!	59.8	-39.6*!	28.7&25.2	52.9&33.3

# Screens as filed in PubChem BioAssay.

# Rows were taken by chance (roughly 13% active in at least one column).
